# HT1080 IDH1KD tx – qHTS for induction of synthetic lethality in tumor cells producing 2HG: qHTS for the HT-1080-IDH1KD cell line; HT-1080 IDH1 knockdown viability, ATP luminescence, 48 h; Potency, µM (series often up to 46.1 µM), for inactives: at the highest dose activity, negative = toxicity, actives largely listed as cytotoxic; 2% of 360,000 active; AID 686971, 2013;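 further: potency means the concentration at half of the fitted maximal effect; 0% = DMSO wells and -100% = cell-free medium wells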
#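 IDH1KD HT-1080 cells, 750/well, RPMI + 5% FBS; compound pinned after 2 h settling; 48 h, 37 °C; CellTiter-Glo luminescence; % activity normalised to DMSO and no-cell wells; curves fitted, classed by r2 and efficacy.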
# MCF10A rereplic – A quantitative high throughput screen for small molecules that induce DNA re-replication in MCF 10a normal breast cells; MCF 10A DNA re-replication, Hoechst nuclear intensity, 48 h; Potency, µM (top dose mostly 46.1 µM), inactives show top-dose activity, positive = re-replication, most hits filed as activators; 2.9% of 350,000 active; further: potency means the concentration at half of the fitted maximal effect; % of control where 0% means no effect; nearly all actives have a fitted effect of over 50% in size
# KB-3-1 tox – qHTS assay for MDR1-selective chemotherapeutics: Primary screen using the parental adenocarcinoma cell KB-3-1 | KB-3-1 viability, CellTiter-Glo ATP luminescence, 72 h | Potency, µM (titrated, usually from 46.1 µM), inactives show at the top dose activity change, negative = cytotoxic, actives largely listed as cytotoxic | 1.4% of 400,000 active | AID 1347075, 2019; further: potency means the concentration at half of the fitted maximal effect; on the % scale 0 is the no-effect control and ±100 the full control effect; nearly all actives have a fitted effect of over 60% in size
#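 Cytotoxicity in the drug-sensitive parental line KB-3-1 was scored as loss of CellTiter-Glo luminescence following 72 h incubation with compound. Values come from curve fitting of normalized concentration-response data.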
# SW480 rereplic – A quantitative high throughput screen for small molecules that induce DNA re-replication in SW480 colon adenocarcinoma cells. Potency, µM (titrated, usually from 46.1 µM), without a hit: top-dose re-replication activation, most hits filed as activators. 1.8% of 340,000 active. SW480 DNA re-replication, Hoechst DNA content imaging, 48 h; further: potency means the concentration at half of the fitted maximal effect; % of control where 0% means no effect; nearly all actives have a fitted effect of over 55% in size
#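 250 cells/well; 23 nL cpd via pin tool; 48 hr, 37 C, 5% CO2; Hoechst 40 min; imager read of total nuclear intensity, ex 405/em 500-530 nm.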
# IL1B secr inh – qHTS for Inhibitors of Inflammasome Signaling: IL-1-beta AlphaLISA Primary Screen; AID 743279, 2014; THP-1 LPS/ATP IL-1B secretion, AlphaLISA, 16 h; stronger effect = lower value; 4.7% of 360,000 active; activity change, % at 57.5 µM; in the data active means activity change below about -50%; inconclusive means mostly about -30% to -49%; further: on the % scale 0 is the no-effect control and ±100 the full control effect
#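 THP-1 cells pretreated 1 hr with compounds (up to 57.5 uM final), then stimulated with LPS (250 ng/mL final) plus ATP (1.25 mM final); secreted IL-1B measured by AlphaLISA after 16 hr, decreased signal indicating inhibition.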
# HEK293 tox – qHTS of GLP-1 Receptor Inverse Agonists: Cytotox Screen. HEK293 cAMP-luciferase reporter cells, luminescence, 24 h. Potency, µM (doses to about 38.3 µM), inactives show at the top dose activity change, negative = inhibition, usual class: inhibitors. AID 624418, 2012. 0.13% of 410,000 active;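 further: loss of luciferase light is scored as toxicity; potency means the concentration at half of the fitted maximal effect; on the % scale 0 is the no-effect control and ±100 the full control effect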
#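 Here, cytotoxicity is scored as loss of luminescence. The MLSMR collection was tested on cells seeded in medium containing 10% Nu serum, with a 24 hr compound exposure preceded by 12 hours of culture.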
# KB-V1 cytotox – qHTS assay for MDR1-selective chemotherapeutics: Primary screen using the drug-selected MDR subline cells KB-V1; KB-V1 MDR cells viability, CellTiter-Glo, 72 h; Potency, µM (top dose mostly 46.1 µM), for inactives: top-dose activity change, negative = cytotoxicity, most hits filed as cytotoxic; 3.4% of 400,000 active; AID 1347076, 2019; further: potency means the concentration at half of the fitted maximal effect; on the % scale 0 is the no-effect control and ±100 the full control effect; nearly all actives have a fitted effect of over 60% in size
#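 Following 72 h at 37 degrees C with compound, KB-V1 cell viability was read by CellTiter-Glo luminescence, medium being phenol-red-free DMEM plus 10% FBS; concentration-response parameters came from normalized, curve-fitted qHTS data.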
# D3 ag – qHTS of D3 Dopamine Receptor Agonist: qHTS; D(3) dopamine receptor (Homo sapiens), P35462; D3R DiscoveRx beta-arrestin cells, luminescence, 90 min; max activation, %; 0.58% of 410,000 active; AID 652048, 2013; in the data active means max activation above about 30%; further: 0% is about no effect; mostly tested at two doses, the higher about 12 µM
# Target sequence (P35462 whole entry, looked up): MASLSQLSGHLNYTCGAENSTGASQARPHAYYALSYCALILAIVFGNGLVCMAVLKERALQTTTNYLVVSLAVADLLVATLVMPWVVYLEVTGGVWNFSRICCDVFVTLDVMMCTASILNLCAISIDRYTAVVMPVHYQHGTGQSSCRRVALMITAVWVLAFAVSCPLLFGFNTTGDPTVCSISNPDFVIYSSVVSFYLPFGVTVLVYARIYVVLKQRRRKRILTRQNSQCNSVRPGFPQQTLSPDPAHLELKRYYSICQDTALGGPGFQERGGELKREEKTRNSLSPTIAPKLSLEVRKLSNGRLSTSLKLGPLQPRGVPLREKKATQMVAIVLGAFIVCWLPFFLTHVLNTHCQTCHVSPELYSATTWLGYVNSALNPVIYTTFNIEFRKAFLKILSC
#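 Cells at 1500/well, incubated overnight, then treated with pinned compounds (dopamine as control) for 90 min at 37 degrees C. DiscoveRx reagent added for 30 - 60 minutes at room temperature; luminescence read.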
# HT1080-NT tox – qHTS for induction of synthetic lethality in tumor cells producing 2HG: qHTS for the HT-1080-NT fibrosarcoma cell line; HT-1080-NT fibrosarcoma viability, CellTiter-Glo ATP luminescence, 48 h; Potency, µM (titrated, usually from 46.1 µM), without a hit: top-dose activity, negative = less viability, actives largely listed as cytotoxic; 1.6% of 360,000 active; AID 686970, 2013;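 further: NT is the 2HG producing partner of a matched IDH1 knockdown line; potency means the concentration at half of the fitted maximal effect; 0% = DMSO-treated cells and -100% = media-only wells without cells; nearly all actives have a fitted effect of over 55% in size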
#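 Viability by CellTiter-Glo luminescence after 48 h compound exposure at 37C of HT-1080-NT cells (750/well, RPMI, 5% FBS). % activity scaled between DMSO wells and medium-only wells, then curve-fitted and categorized by curve class.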
# * hit, by the source's call; ? = inconclusive; / = not tested or not shown; & = joins results of further samples; [ ] = another dose, or the depositor's remark. Unless noted, the call rests on the fitted dose curve; in most records, active means well fitted curve in the direction sought with a large enough effect; inconclusive means small, poorly fitted or top-dose-only effect, or another doubt; inactive means no such curve, though single readings can be large; an effect the other way counts as inactive or inconclusive. Not all compounds are listed (hit frequency here may not be typical).
SMILES,HT1080 IDH1KD tx,MCF10A rereplic,KB-3-1 tox,SW480 rereplic,IL1B secr inh,HEK293 tox,KB-V1 cytotox,D3 ag,HT1080-NT tox
C/C(=N\N1CCCCC1c1cccnc1)c1c(O)n(C2CCCCC2)c(=S)[nH]c1=O (centres undefined),-18%,?,?,?,-8,-23%,?,16,-14%
Cc1ccc(Cn2c(=N)n(CC(O)COc3ccccc3)c3ccccc32)cc1 (centres undefined),?,12%,2%,?,0,?,16µM*,-2,-21%
COc1ccc(CNC(=O)/C=C/c2ccc3[nH]cc(CCN(C)C)c3c2)cc1,-22%,7%,0%&0%,3.2µM*,-13,-5%,24%&0%,-14,-2%
O=P(NCc1ccccc1)(Oc1ccccc1)Oc1ccccc1,-8%,10%,-2%,?,0,6%,12%,16,2%
CC12CC[C@H]3[C@@H](CCC4(O)C[C@H](O)CCC34/C=N/NC(=O)c3ccc(O)cc3)C1(O)CCC2C1=CC(=O)OC1 (some centres undefined),6%,0%,2%,-9%,9,-19%,0%,-1,0%
CCn1c(=O)cc(OCC(=O)N2CCN(Cc3ccc4c(c3)OCO4)CC2)c2ccccc21,7%,3%,-1%,-22%,3,-10%,-1%,-1,3%
CC12CCC3C(CCCC4CC(=O)CCC43C)C1CCC2O (centres undefined),10%,12%,?,-7%,4,-8%,7.3µM*,-2,9%
NC1CCCCC1N=Cc1c(O)n(Cc2ccc(F)cc2)c(=O)[nH]c1=O (centres undefined),-6%,-4%,11%,-5%[9.22 µM],-5,-6%,2%,3,-15%
O=c1cccc2n1CC1CC2CN(S(=O)(=O)c2ccccc2)C1 (centres undefined),4%,1%,-11%,2%,-3,10%,-1%,-14,2%
O=C(CN1CC=C(c2ccccc2)CC1)NC(=O)NCc1ccco1,11%,4%,10%,-1%,-1,-3%,-2%,1,5%
OCCN1CCN(C2Cc3cc(Cl)ccc3Sc3ccc(Cl)cc32)CC1 (centres undefined) (tested in a mixture with another compound),?,?,?,?,-98*,?,?,6,?
O=C(c1cccc(C(F)(F)F)c1)C1CCCN(Cc2ccccc2O)C1 (centres undefined),12%,-37%[inhibitor],13%,-3%,8,10%,-14%,-11,12%
COc1cc(C)cc(CN2CC=C(c3ccccc3)CC2)c1O,-2%,?,-7%,-61%[inhibitor],-13,14%,-17%,-7,1%
Clc1ccc(CN2CCNCC2)cc1,3%,-3%,11%,-2%[9.22 µM],6,6%,25%,0,0%
CCN1CCN(c2ccc([N+](=O)[O-])cc2C(=O)c2ccc(Cl)cc2)CC1,23µM*,?,?,-3%[9.22 µM],-8,?,23µM*,-7,?
O=C(CCn1c(=O)oc2ccccc21)N1CCN(c2ccccc2Cl)CC1,12µM*,9.2µM*,6.5µM*,?,10,?,4.1µM*,2,8.2µM*
CCC1(c2ccc(C)cc2)C(=O)NC(=S)NC1=O,17%,/,2%,/,-10,1%,4%,-6,12%
COC(=O)C(c1ccccc1)N1CCCCCC1 (centres undefined),3%,3%,8%,-4%,0,-9%,?,-11,1%
COc1ccc(C(=O)NC(=S)N2C[C@H]3C[C@H](C2)c2cccc(=O)n2C3)cc1OC,-2%,-56%[inhibitor],0%,5%,17,3%,-7%,8,-2%
CC1CCN(CCc2nc3cc(NC(=O)COc4ccc([N+](=O)[O-])cc4)ccc3n2C)CC1,?,?,?,21µM*,-101*,?,-57%,-28,-7%
CCc1cc2c(=O)n(C(C)C(=O)OC3CCCCC3)cnc2s1 (centres undefined),-9%,?,-12%,0%,2,19%,?,0,2%
C=CC[C@@H](CC(=O)N(CCO)Cc1ccccc1)C(=O)N[C@H](COC(=O)[C@@H](CC=C)Cc1ccc(F)cc1)Cc1c[nH]c2ccccc12,?,?,?,0%,0,-26%,?,-24,?
Nc1c(C(=O)OC2CCCCC2)c2nc3ccccc3nc2n1CC1CCCO1 (centres undefined),-15%,?,?,?,?,3%,?,-2,-21%
O=C1NC(=O)N(Cc2ccco2)C(=O)/C1=C/c1cccn1CCOc1ccccc1Cl,3%,?,-6%,4%,?,13%,0%,-6,-4%
N#Cc1ccccc1Cn1cc(C(=O)c2ccco2)c2ccccc21,1%,?,1%,0%,-8,-5%,-8%,-2,0%

# The final 2 records of the part before open the next one.
SMILES,HT1080 IDH1KD tx,MCF10A rereplic,KB-3-1 tox,SW480 rereplic,IL1B secr inh,HEK293 tox,KB-V1 cytotox,D3 ag,HT1080-NT tox
O=C1NC(=O)N(Cc2ccco2)C(=O)/C1=C/c1cccn1CCOc1ccccc1Cl,3%,?,-6%,4%,?,13%,0%,-6,-4%
N#Cc1ccccc1Cn1cc(C(=O)c2ccco2)c2ccccc21,1%,?,1%,0%,-8,-5%,-8%,-2,0%
CCC(CC)C1C(C#N)=C(N)Oc2c1c(=O)oc1ccccc21 (centres undefined),-26%,?,-11%,3%,36,-27%,-16%,3,-12%
CCOC(=O)C1(CCc2ccccc2)CCN(CC(O)CO)CC1 (centres undefined),-7%,17%,-1%,-9%,-7,-2%,-2%,-3,-10%
CC(O)(CS(=O)(=O)c1ccccc1)C(=O)Nc1cccc(C(F)(F)F)c1 (centres undefined),-9%,-7%,-1%,4%,0,0%,21µM*,5,5%
Cc1ccc(/C=C/C2=NN(Cc3ccc(Cl)c(Cl)c3)C(=O)CC2)cc1,-1%[9.24 µM],?,-6%,-3%,2,-10%,-17%,4,1%
CC12CCCCC1=[N+]([O-])CN2O (centres undefined),21%,-5%,2%,5%,47,-12%,9%,1,19%
COC(=O)C1=C(c2cccc(OCc3ccccc3)c2)C[C@@H]2CC[C@H]1N2C(=O)NCc1ccc([N+](=O)[O-])cc1,-14%,-1%,-25%,0%,?,1%,-4%,-7,12%
CCCCn1c(O)c(/C=N/N2CCCCC2c2cccnc2)c(=O)[nH]c1=S (centres undefined),20%,7%,-2%,-21%,29,-6%,0%,-19,13%
CCN(CC)S(=O)(=O)N1CCC(C(=O)N2CCC3(CC2)OCCO3)CC1,2%,2%,1%,-4%,-10,-4%,1%,1,9%
CCOC(=O)[C@@]1(C#N)[C@@H]2C=CC(C(N)=O)=CN2[C@@H](C(N)=O)[C@@H]1c1cccc(Cl)c1,18%,12%[9.22 µM],-20%,2%,19,19%,0%,3,9%
COC(=O)C1=C(c2ccc(Cl)c(C(F)(F)F)c2)C[C@@H]2CC[C@H]1N2C(=O)NCc1ccco1,-7%,5%,0%,1%,-65*,-16%,-21%,6,0%
Cc1ccc(C)c(NC2=NCCCS2)c1,-2%,-8%,-7%,3%,-15,-13%,0%,-6,-5%
COc1cc(CN=Cc2c(O)n(C(C)(C)C)c(=O)[nH]c2=O)cc(OC)c1,-29%,3%,-15%,-16%,12,7%,-11%,22,?
O=C(CN1CCOCC1)c1ccc2cc[nH]c2c1,4%,9%,7%,?,-4,2%,2%,-3,13%
N#CC1c2ccccc2-n2nncc2CN1S(=O)(=O)c1cc(Cl)cc(Cl)c1 (centres undefined),5%,-3%,-10%,-20%[9.22 µM],-24,1%,-9%,-12,9%
Cc1ccc([N+](=O)[O-])cc1S(=O)(=O)N(C(=O)c1ccncc1)c1ccc2oc3c(c2c1)CCCC3,?,?,-2%,-7%,-1,84%[activator],-19%,-25,-4%
CC1CN(CC(=O)c2ccccc2Cl)CC(C)O1 (centres undefined),5%,?,23%,29%,85,-9%,21%,3,2%
N#Cc1ncc(N=Cc2ccc(N(CCCl)CCCl)cc2)s1,10µM*,21µM*,?,?,2,-7%,14%,0,?
CCCCOC(=O)COc1cc(C)cc2oc(=O)c3c(c12)CCC3,2%,?,-3%,-4%,-8,-11%,?,1,-3%
Cc1ccc(S(=O)(=O)N2CCCC(C(=O)N3CCC4(CC3)OCCO4)C2)cc1 (centres undefined),-18%,-2%,-15%,-4%,59,-9%,-22%,-2,1%[9.24 µM]
CNC(=O)N(C)c1nnc(C(C)(C)C)s1,9%,-14%,-1%,-5%,18,-4%,30%,4,18%
CCN(CC)C(=O)c1ccc(NC(=O)Cn2nc(C)c3ccccc3c2=O)cc1,-2%,1%,-15%,0%,1,6%,?,-2,0%
CC(C)(C)n1cccc1/C=C1\C(=O)NC(=O)N(c2ccccc2)C1=O,-7%,12%,11%,6%,-8,-1%,-1%,-1,5%
COc1cc(C(=O)OC2C[C@H]3CC[C@@H](C2)N3)ccc1O (some centres undefined),-3%,-9%,-4%,-5%,-19,-20%,-5%,-3,-3%
CSc1ccc(CNC2CN3CCC2CC3)cc1 (centres undefined),0%,0%,2%,0%,8,22%,19%,3,-4%
COC(=O)C1=C(c2ccc(F)cc2F)C[C@@H]2CC[C@H]1N2C(=O)NC(C)C,1%,-10%,0%,-4%,0,0%,4%,-13,5%
CCOc1ccc(CN2C(=O)c3ccccc3Sc3ccc(C(=O)N4CCC5(CC4)OCCO5)cc32)cc1,/,/,0%,/,/,1%,17%,0,/
COc1ccc(-n2nnnc2C(c2cccs2)N2CCC3(CC2)C(=O)NCN3c2ccccc2)cc1 (centres undefined),?,/,-4%,/,-57*,-11%,?,5,?
Cc1ccc(CN2CCCN(Cc3ccc(C)cc3)S2(=O)=O)cc1,7%,11%,2%,0%,-9,21%,?,0,17%
CN1C(=O)C(Cc2nc3ccccc3c(=O)n2-c2ccccc2)c2ccccc21 (centres undefined),-6%,1%,9%,-2%,-11,?,?,-2,-13%
O=C1C2C3CCC(O3)C2C(=O)N1c1cccc(F)c1 (centres undefined),1%,8%,0%,?,78,0%,3%,-15,25%
